AID inhibitor = blocks human AID cytidine deaminase activity | hit rate 0.32% among 91,000 | AID deamination FRET fluorescence, UDG-coupled, 4 h | Potency, µM (top dose mostly 115 µM), for inactives: at the highest dose activity change, negative = inhibition, actives largely listed as inhibitors; further: nearly all actives have a fitted effect of over 25% in size
Target sequence (Q9GZX7 whole entry, looked up): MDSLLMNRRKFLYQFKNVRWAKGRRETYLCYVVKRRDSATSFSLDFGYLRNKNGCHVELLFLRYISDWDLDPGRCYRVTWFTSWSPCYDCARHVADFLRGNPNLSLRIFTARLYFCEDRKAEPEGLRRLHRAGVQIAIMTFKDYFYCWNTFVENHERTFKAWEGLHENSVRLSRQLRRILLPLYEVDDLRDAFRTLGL
UDG counter = blocks uracil-DNA glycosylase in AID counter-screen | FRET deamination/UDG coupled assay, UDG read, 4 h | Potency, µM (titrated, usually from 115 µM), for inactives: at the top dose activity change, negative = inhibition, hits mostly inhibitors | hit rate 0.14% among 91,000 | AID 1347430; further: nearly all actives have a fitted effect of over 65% in size
* marks the source's active call; other numbers are inactive results; u = inconclusive; & = joins results of further samples; [ ] = dose if it differs, or a comment. The call rests on the fitted dose curve; in most records, active means well fitted curve in the direction sought with a large enough effect; inconclusive means small, poorly fitted or top-dose-only effect, or another doubt; inactive means no such curve, though single readings can be large; an effect the other way counts as inactive or inconclusive. On the % scale 0 is the no-effect control and ±100 the full control effect; potency means the concentration at half of the fitted maximal effect. The list is partial; count on the stated rates, not on these rows.

Start of the listing, in advance (27 entries):
No.	molecule	AID inhibitor	UDG counter
1	Cc1ccc(NC(=O)C(Cc2ccccc2)NS(=O)(=O)c2cccs2)cc1Cl (stereo not drawn)	3%	-13%
2	COc1ccccc1CNC(=O)CCCCn1c(=O)c2ccccc2n(CC(=O)Nc2cccc(Cl)c2)c1=O	13%	-8%
3	COc1ccccc1N1CCN(C(=O)C2CCCN(S(=O)(=O)c3ccc4c(c3)oc(=O)n4C)C2)CC1 (stereo not drawn)	1%	13%
4	CCc1ccc(NC(=O)CCCc2ccc(OC)cc2C)cc1	-4%	2%
5	O=C(Cc1ccc(Br)cc1)NC1=NCCS1	2%	5%
6	CCN(C(=O)Cc1nc(-c2cccs2)oc1C)c1cccc(Br)c1	-11%	-1%
7	Cc1ccc(CSc2nc(-c3cccs3)ccc2C#N)cc1	-9%	-11%
8	COc1cccc(NC(=O)c2oc3ccccc3c2NC(=O)C23CC4CC(CC(C4)C2)C3)c1	u	-19%
9	CCOC(=O)c1c(S(=O)(=O)NCC(=O)Nc2cc(C)ccc2OC)c(C)n(C)c1C	-7%	1%
10	O=C(COc1ccc(F)cc1)Nc1ccc2nc(SCC(=O)N3CCOCC3)sc2c1	12%	-4%[57.5 µM]
11	Cc1ccc(C)c(Cn2c3ccccc3c3cnn(CC(=O)NCC(C)c4ccccc4)c(=O)c32)c1 (stereo not drawn)	-4%	-12%[57.5 µM]
12	CCc1ccc2oc(=O)cc(CN3CCCCCC3)c2c1	-6%	9%
13	COc1ccc(C(=O)/C=C/c2ccc(F)cc2)c(OC(=O)c2ccccc2C)c1	-10%	-2%
14	CC(C)(C)C(O)(CC#CCN1CCCC1)c1ccccc1 (stereo not drawn)	-6%	2%
15	O=C(CSc1nnnn1C1CC1)c1c[nH]c2ccccc12	5%	3%
16	COc1ccc(CCNc2ncnc3c2c(-c2ccccc2)cn3-c2ccc(F)cc2)cc1OC	u	-10%[57.5 µM]
17	COc1ccc(N2CCN(Cc3nc4c(c(=O)n(C)c(=O)n4C)n3C(C)C)CC2)cc1	-14%	-15%
18	CCOC(=O)c1cccc(Nc2nc3ccccc3nc2NS(=O)(=O)c2ccccc2)c1	-9%	-1%
19	CCn1c(=O)c2sccc2n2c(CCCC(=O)N3CCN(c4ccccc4OC)CC3)nnc12	-1%	5%
20	COC(=O)C(CCSC)NC(=O)c1cc2c(n(-c3ccccc3)c1=O)CC(C)(C)CC2=O (stereo not drawn)	7%	4%
21	CC(=O)c1c(C)[nH]c(C(=O)Cn2cnc3cc(F)ccc3c2=O)c1C	-6%	-2%
22	CC(C)c1ccc(NC(=O)CN2C(=O)COc3ccc(S(=O)(=O)Nc4ccccc4)cc32)cc1	-12%	-10%
23	COCCn1c(SC(C)C(N)=O)nnc1-c1cccc(C)c1 (stereo not drawn)	5%	1%
24	CCN1C(=O)C(O)(CC(=O)c2ccc3c(c2)OCO3)c2ccccc21 (stereo not drawn)	2%	-4%
25	Fc1cccc(/C=N/N=C/c2cccc(F)c2)c1	-4%	-5%
26	CC1CCc2c(sc(NC(=O)COc3ccccc3)c2C(=O)Nc2ccccc2Cl)C1 (stereo not drawn)	7%[57.5 µM]	9%[57.5 µM]
27	COc1ccc(-c2cc(C(C)=O)c(C)n2CCC(=O)Nc2cc(C)ccc2OC)cc1	u	40%[activator]

All compounds of this part, repeating the preview:
No.	molecule	AID inhibitor	UDG counter
1	Cc1ccc(NC(=O)C(Cc2ccccc2)NS(=O)(=O)c2cccs2)cc1Cl (stereo not drawn)	3%	-13%
2	COc1ccccc1CNC(=O)CCCCn1c(=O)c2ccccc2n(CC(=O)Nc2cccc(Cl)c2)c1=O	13%	-8%
3	COc1ccccc1N1CCN(C(=O)C2CCCN(S(=O)(=O)c3ccc4c(c3)oc(=O)n4C)C2)CC1 (stereo not drawn)	1%	13%
4	CCc1ccc(NC(=O)CCCc2ccc(OC)cc2C)cc1	-4%	2%
5	O=C(Cc1ccc(Br)cc1)NC1=NCCS1	2%	5%
6	CCN(C(=O)Cc1nc(-c2cccs2)oc1C)c1cccc(Br)c1	-11%	-1%
7	Cc1ccc(CSc2nc(-c3cccs3)ccc2C#N)cc1	-9%	-11%
8	COc1cccc(NC(=O)c2oc3ccccc3c2NC(=O)C23CC4CC(CC(C4)C2)C3)c1	u	-19%

One compound at a time, as listed above:
Cc1ccc(NC(=O)C(Cc2ccccc2)NS(=O)(=O)c2cccs2)cc1Cl (stereo not drawn) as listed: AID inhibitor = 3%; UDG counter = -13%
Cc1ccc(CSc2nc(-c3cccs3)ccc2C#N)cc1 as listed: AID inhibitor = -9%; UDG counter = -11%

Continued.
No.	molecule	AID inhibitor	UDG counter
9	CCOC(=O)c1c(S(=O)(=O)NCC(=O)Nc2cc(C)ccc2OC)c(C)n(C)c1C	-7%	1%
10	O=C(COc1ccc(F)cc1)Nc1ccc2nc(SCC(=O)N3CCOCC3)sc2c1	12%	-4%[57.5 µM]
11	Cc1ccc(C)c(Cn2c3ccccc3c3cnn(CC(=O)NCC(C)c4ccccc4)c(=O)c32)c1 (stereo not drawn)	-4%	-12%[57.5 µM]
12	CCc1ccc2oc(=O)cc(CN3CCCCCC3)c2c1	-6%	9%
13	COc1ccc(C(=O)/C=C/c2ccc(F)cc2)c(OC(=O)c2ccccc2C)c1	-10%	-2%
14	CC(C)(C)C(O)(CC#CCN1CCCC1)c1ccccc1 (stereo not drawn)	-6%	2%
15	O=C(CSc1nnnn1C1CC1)c1c[nH]c2ccccc12	5%	3%
16	COc1ccc(CCNc2ncnc3c2c(-c2ccccc2)cn3-c2ccc(F)cc2)cc1OC	u	-10%[57.5 µM]
17	COc1ccc(N2CCN(Cc3nc4c(c(=O)n(C)c(=O)n4C)n3C(C)C)CC2)cc1	-14%	-15%
18	CCOC(=O)c1cccc(Nc2nc3ccccc3nc2NS(=O)(=O)c2ccccc2)c1	-9%	-1%
19	CCn1c(=O)c2sccc2n2c(CCCC(=O)N3CCN(c4ccccc4OC)CC3)nnc12	-1%	5%
20	COC(=O)C(CCSC)NC(=O)c1cc2c(n(-c3ccccc3)c1=O)CC(C)(C)CC2=O (stereo not drawn)	7%	4%
21	CC(=O)c1c(C)[nH]c(C(=O)Cn2cnc3cc(F)ccc3c2=O)c1C	-6%	-2%
22	CC(C)c1ccc(NC(=O)CN2C(=O)COc3ccc(S(=O)(=O)Nc4ccccc4)cc32)cc1	-12%	-10%
23	COCCn1c(SC(C)C(N)=O)nnc1-c1cccc(C)c1 (stereo not drawn)	5%	1%
24	CCN1C(=O)C(O)(CC(=O)c2ccc3c(c2)OCO3)c2ccccc21 (stereo not drawn)	2%	-4%
25	Fc1cccc(/C=N/N=C/c2cccc(F)c2)c1	-4%	-5%
26	CC1CCc2c(sc(NC(=O)COc3ccccc3)c2C(=O)Nc2ccccc2Cl)C1 (stereo not drawn)	7%[57.5 µM]	9%[57.5 µM]
27	COc1ccc(-c2cc(C(C)=O)c(C)n2CCC(=O)Nc2cc(C)ccc2OC)cc1	u	40%[activator]
28	CCCCOC(=O)c1ccc(Nc2ncnc3c2cnn3-c2cccc(C)c2)cc1	9%	-24%
29	Cc1ccc(NC(CNS(=O)(=O)c2ccc(Cl)cc2)c2ccccc2)cc1 (stereo not drawn)	17%	-22%
30	Cc1cccc(Oc2coc3cc(OC(=O)c4ccc(F)cc4)ccc3c2=O)c1	3%	2%
31	CCCC1=Nc2cc(C(=O)NCCc3ccc(OC)cc3OC)ccc2Sc2ccccc21	4%	-22%
32	COC(=O)c1c(NC(=O)Cc2coc3ccc(C(C)C)cc23)sc2c1CCC2	-14%	-16%
33	CCCN1C(=O)C2(c3ccccc31)c1c(oc3cc(C)c(C)cc3c1=O)C(=O)N2CCCOC (stereo not drawn)	-18%	-5%
34	COc1cccc(C(=O)NCCSc2c(-c3ccc(F)cc3)[nH]c3ccccc23)c1OC	-29%	-3%
35	COc1cccc(C(=O)Nc2ccc3oc(C)nc3c2)c1OC	2%	2%
36	CCN(Cc1cccs1)C(=O)c1ccc(C#N)cc1	-1%	-1%
37	O=C(Cn1ccc2ccc(OCc3ccccc3)cc21)NC1CC1	-12%	-1%
38	O=C(CSc1ncc2c(n1)-c1ccccc1N(Cc1ccc(F)cc1)S2(=O)=O)c1ccc(Cl)cc1	42%[activator]	44%[activator]
39	Cc1nn(CN2CCN(S(=O)(=O)c3c(Cl)cccc3Cl)CC2)c(=O)c2ccccc12	2%	8%
40	Cc1ccc2ncc(C(=O)NCCc3ccc(S(N)(=O)=O)cc3)c(=O)n2c1	1%	0%
41	COc1cccc(/C=C/c2nc(C#N)c(NCCCn3ccnc3)o2)c1	-2%	-1%
42	CC(NC(=O)CSCc1cccs1)C1CCCO1 (stereo not drawn)	-5%	0%
43	CC(C)CN1CCc2nc(N3CCN(c4ncccn4)CC3)ncc2C1	16%	1%
44	COc1ccc(OCCn2c3ccccc3n3nc(CCC(=O)O)c(=O)nc23)cc1	-8%	19%
45	Cc1ccc(C)c(NC(=O)CN(C)C(=O)c2cccc(S(=O)(=O)NCC3CCCO3)c2)c1 (stereo not drawn)	-3%	3%
46	COc1ccc(CCC(=O)NCc2nc3cccnc3n2Cc2cccc(OC)c2)cc1	2%	2%
47	O=c1[nH]c2sc3c(c2c2nc(-c4ccc(O)cc4)nn12)CCC3	-16%	7%
48	Cc1ccc(NC(=O)Cn2c(=O)n(Cc3ccco3)c(=O)c3sc4ccccc4c32)cc1C	9%	-11%

Next section:
no. | SMILES | AID inhibitor | UDG counter
49 | CCc1ccccc1NC(=O)Cn1ccn(Cc2ccccc2)c(=O)c1=O | 4% | -3%
50 | CC(C)c1nn(C)c(Cl)c1CNCc1ccc2c(c1)OCCO2 | 5% | 7%
51 | COc1ccccc1NC(=O)CSc1nnc(N)s1 | -11% | 10%
52 | CCc1ccc2occ(CC(=O)Nc3c(C(=O)c4ccc(F)cc4)oc4ccccc34)c2c1 | -2% | 0%
53 | Cc1ccc(NC(=S)Nc2ccccc2)nc1 | -2% | 9%
54 | C=CCC1(/C=C/C)CCCCN1 (stereo not drawn) | 2% | -7%
55 | CC1CCCN(C(=O)Cn2ncc3c([nH]c4ccccc43)c2=O)C1 (stereo not drawn) | 1% | -11%[57.5 µM]
56 | CCCCN(Cc1ccccc1)c1ccc(NS(=O)(=O)c2ccc(CC)cc2)cc1C(=O)O | -7% | -2%
57 | CC(C)(C)NC(=O)c1ccccc1-c1ccccc1C(=O)NC(C)(C)C | 8% | -2%
58 | Cc1ccc(NC(=O)Nc2cn(CC(C)C)c(=O)c3ccccc23)cc1N(C)C | 160%[activator] | -9%
59 | C=CCN(Cc1cccs1)C(=O)CCl | 1% | -5%
60 | CC1CCN(C(=O)C2CCN(C(=O)c3ccc(C#N)cc3)CC2)CC1 | 3% | 3%
61 | Cc1cc(C)cc(OC(=O)c2snnc2C)c1 | 0% | 0%
62 | Cc1cc(Nc2cccc(F)c2)n2nc(-c3ccco3)nc2n1 | u | -14%
63 | COc1ccc(-c2nc(C(=O)Nc3cccc(C(C)=O)c3)nn2-c2ccccc2Cl)cc1 | -24% | u
64 | COc1ccc(NC(=O)CCCSc2nc(-c3ccco3)cc(C(F)(F)F)n2)c(OC)c1 | -14%[57.5 µM] | -18%[57.5 µM]
65 | Cc1nc2ccc(C(=O)NC(C)c3ccccc3)cc2nc1C (stereo not drawn) | -1% | -6%
66 | CC(NC(=O)/C(C#N)=C\c1ccccc1)C12CC3CC(CC(C3)C1)C2 (stereo not drawn) | -8% | -6%
67 | CCc1ccc(CN(C)C(=O)c2cc(=O)c3ccccc3o2)cc1 | -10% | -8%
68 | N#Cc1ccc(NC(=O)c2cc(=O)c3ccccc3o2)cc1 | -5% | 1%
69 | CCN(C(=O)C(NS(=O)(=O)c1ccc(Br)s1)c1ccccc1)c1ccc(C)c(C)c1 (stereo not drawn) | -11% | -1%
70 | CCOc1ncccc1NC(=O)N1CCN(c2cnccn2)CC1 | 6% | -4%
71 | Cc1ccc(NC(=O)c2cc(Cl)cc(Cl)c2)nc1 | -4% | 4%
72 | CC(C)(C)C(=O)COC(=O)c1nn(-c2ccccc2)c(=O)c2ccccc12 | -3% | 3%
73 | Cc1c(C(=O)Oc2ccc(Br)cc2)sc2ncn(Cc3ccccc3F)c(=O)c12 | 11%[57.5 µM] | -3%[57.5 µM]
74 | Cc1ccc(CCNC(=O)Cn2ncc3c([nH]c4ccccc43)c2=O)cc1 | 0% | -9%[57.5 µM]
75 | COc1ccccc1C(=O)Nc1ccc(C(=O)OCc2cc(=O)n3nc(C4CC4)sc3n2)cc1 | 10% | -10%
76 | Cc1ccc(NC(=O)N2CCN(C)c3ncccc32)cc1C | 25% | -5%
77 | FC(F)(F)c1ccc(Cl)c(N/N=C/c2cccc3ccccc23)c1 | -6% | -6%
78 | O=[N+]([O-])c1cc(S(=O)(=O)N/N=C/c2cccs2)ccc1Cl | 2% | 7%
79 | COc1ccc(OC)c(CNC(=O)Cn2ncc3c([nH]c4ccc(C)cc43)c2=O)c1 | 11% | 20%
80 | CCOC(=O)c1ccc(Oc2c(C)oc3cc(OCC)ccc3c2=O)cc1 | 4% | 5%
81 | Cc1cc(O)c2c(C)c(CC(=O)N3CCCCC3)c(=O)oc2c1 | 1%&-3% | u
82 | Cc1cc(Nc2ccccc2F)n2nc(-c3ccccc3)nc2n1 | -6% | 0%
83 | S=c1[nH]nc(CCCOc2ccc(Cl)cc2Cl)n1CC1CCCO1 (stereo not drawn) | -7% | -1%
84 | CCc1ccc(-c2nc(CSCC(=O)NCCCOC)c(C)o2)cc1 | -1% | 1%
85 | Cn1cc(C(=O)N2CCN(S(=O)(=O)c3ccc(Br)cc3)CC2)c2ccccc21 | -13% | 2%
86 | CCCn1nc(C(=O)OCC(=O)Nc2ccc3c(c2)OC(F)(F)O3)c2ccccc2c1=O | 0% | -3%
87 | CC(C)C(=O)Nc1ccc(Cl)cc1Cl | -1% | -8%
